TRb SRC2 PPI: inhibitors of human thyroid hormone receptor beta-SRC2 interaction | P10828 | TRbeta-SRC2 peptide binding, fluorescence polarization; receptor liganded with 1 µM T3 | Potency, µM (titrated, usually from 106 µM), for inactives: at the highest dose activity change, negative = inhibition, actives largely listed as inhibitors | actives 0.065% (n = 280,000);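 further: plate controls were bound peptide for no effect and peptide without receptor for full effect; nearly all actives have a fitted effect of over 50% in size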
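Read-out is fluorescence polarization (555 nm excitation, 632 nm emission) of a Texas Red SRC2 coactivator peptide; loss of signal reflects blocked binding to human TRb ligand-binding domain in the presence of 1 uM T3.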
Tau fibril ThT: inhibitors of human tau fibril formation, thioflavin T binding; P10636; recombinant tau K18 P301L, heparin-induced fibrillization, ThT fluorescence; Potency, µM (doses to about 57.4 µM), inactives show at the top dose activity, negative = inhibition, most hits filed as inhibitors; actives 2.1% (n = 270,000); AID 1460; further: nearly all actives have a fitted effect of over 55% in size
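Using a mix of unlabeled (15 uM) and Alexa 594-labeled (0.24 uM) tau K18 P301L, heparin-triggered fibrillization over 6 hr at 37 C was scored by ThT fluorescence.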
TR SRC2 fluor cs: counter-screen for TRb-SRC2 inhibitors: fluorescence interference. TRb/SRC2 Texas Red total fluorescence interference. Potency, µM (top dose mostly 106 µM), for inactives: at the top dose fluorescence change, negative = quenching. actives 0.29% (n = 280,000). AID 1479; active means well fitted curve in either direction with a large enough effect; inconclusive means small, poorly fitted or top-dose-only effect
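Flags fluorescent or light-absorbing compounds by total fluorescence, S + 2P, at 555 nm excitation and 632 nm emission. Mixture: 20 nM Texas Red SRC2 peptide, 0.6 uM human TRb LBD, 1 uM T3, 5% DMSO; compound exposure 5 h at ambient temperature.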
ALDH1A1 inh: ALDH1A1 (human) enzyme inhibition. Potency, µM (doses to about 75.3 µM), for inactives: at the top dose activity, negative = inhibition, hits mostly inhibitors. actives 7.3% (n = 220,000). AID 1030. Purified ALDH1A1, NADH fluorescence, propionaldehyde substrate; active means well fitted inhibition curve with a large enough effect, not every such curve was filed as active; inconclusive means small, poorly fitted or top-dose-only effect, or another doubt; inactive means no such curve, though single readings can be large or run the other way;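 further: plate controls were no enzyme wells and a reference inhibitor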
Target sequence (P00352 whole entry, looked up): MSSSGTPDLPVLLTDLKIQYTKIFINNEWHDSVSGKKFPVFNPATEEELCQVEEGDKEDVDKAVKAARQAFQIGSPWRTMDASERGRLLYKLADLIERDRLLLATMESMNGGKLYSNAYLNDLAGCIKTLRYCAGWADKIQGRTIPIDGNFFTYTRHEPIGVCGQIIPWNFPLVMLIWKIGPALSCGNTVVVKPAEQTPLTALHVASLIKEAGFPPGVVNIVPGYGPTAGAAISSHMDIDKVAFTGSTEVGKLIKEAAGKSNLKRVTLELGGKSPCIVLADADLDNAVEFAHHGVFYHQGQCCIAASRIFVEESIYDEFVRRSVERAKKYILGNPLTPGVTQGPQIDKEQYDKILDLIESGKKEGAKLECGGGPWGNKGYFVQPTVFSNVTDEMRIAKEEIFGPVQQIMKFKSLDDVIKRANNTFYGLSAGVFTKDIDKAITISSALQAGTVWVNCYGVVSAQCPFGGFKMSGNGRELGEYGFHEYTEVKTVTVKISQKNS
L3MBTL1 inh: blocks human L3MBTL1; Q9Y468; AlphaScreen L3MBTL1–H3K9me1 peptide binding; Potency, µM (series often up to 57.1 µM), for the others: top-dose activity, negative = inhibition, hits mostly inhibitors; actives 0.66% (n = 230,000); further: nearly all actives have a fitted effect of over 60% in size
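AlphaScreen assay: L3MBTL1 (50 nM final) was preincubated 30 min at room temperature with biotinylated H3(1-15)K9me1 peptide (75 nM final), then 30 min with library compounds; streptavidin donor and nickel chelate acceptor beads (10 ug/mL final) added, 30 min dark.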
Tau fluor counter: counter-screen for tau fibril formation inhibitors | tau K18 P301L Alexa594 fluorescence, heparin fibrillization | Potency, µM (top dose mostly 57.7 µM), for inactives: at the highest dose activity change, negative = decrease | actives 0.93% (n = 280,000); further: nearly all actives have a fitted effect of over 55% in size
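Human tau K18 P301L (15 uM unlabeled, 0.24 uM Alexa 594-labeled) in 100 mM sodium acetate pH 7 with 20 uM heparin, 6 hr at 37 C. ThT 30 uM added, 1 hr ambient; Alexa 594 FP and total fluorescence read at 555/632 nm.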
aGal spleen mod: inhibitors or activators of human alpha-galactosidase in spleen homogenate | P06280 | human spleen homogenate, 4MU-alpha-Gal fluorescence, 40 min | Potency, µM (highest dose often 80 µM), for the others: top-dose activity change, negative = inhibition, most hits filed as inhibitors | actives 0.008% (n = 240,000) | AID 2107;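 further: 0% = enzyme with vehicle and -100% = no enzyme basal signal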
Target sequence (P06280 32-429 limits assumed): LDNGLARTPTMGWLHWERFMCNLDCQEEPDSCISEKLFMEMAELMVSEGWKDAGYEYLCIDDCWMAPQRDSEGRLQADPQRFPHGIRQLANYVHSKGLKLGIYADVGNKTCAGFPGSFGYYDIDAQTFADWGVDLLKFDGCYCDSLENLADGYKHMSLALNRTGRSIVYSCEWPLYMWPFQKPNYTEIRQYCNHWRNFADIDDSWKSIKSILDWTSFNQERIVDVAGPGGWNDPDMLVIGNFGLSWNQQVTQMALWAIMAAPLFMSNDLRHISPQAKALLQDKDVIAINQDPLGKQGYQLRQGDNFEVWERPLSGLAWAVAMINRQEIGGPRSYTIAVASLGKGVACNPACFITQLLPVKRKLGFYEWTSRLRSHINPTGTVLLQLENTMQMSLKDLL
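qHTS titration in buffer at pH 5.0. Alpha-galactosidase activity in spleen homogenate was measured via 4-methylumbelliferone release from 1 mM fluorogenic substrate after 40 min at 37C and a pH 10 stop. AC50 came from Hill fits of control-normalized data.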
Tau FP inhib: inhibitors of human tau fibril formation | K18 P301L tau heparin fibrillization, Alexa594 FP, 6 h | Potency, µM (titrated, usually from 57.7 µM), for the others: at the top dose activity, negative = inhibition, actives largely listed as inhibitors | actives 0.39% (n = 280,000); further: nearly all actives have a fitted effect of over 55% in size
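Heparin (20 uM) drove fibril formation of recombinant tau K18 P301L, 15 uM unlabeled with 0.24 uM Alexa 594 label, for 6 hr at 37 C in 100 mM sodium acetate pH 7. Fluorescence polarization (555/632 nm) read 1 hr after 30 uM ThT.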
Active calls of the source: *; ? = inconclusive; / = not tested or not shown. Unless noted, the call rests on the fitted dose curve; in most records, active means well fitted curve in the direction sought with a large enough effect; inconclusive means small, poorly fitted or top-dose-only effect, or another doubt; inactive means no such curve, though single readings can be large; an effect the other way counts as inactive or inconclusive. Unless noted, on the % scale 0 is the no-effect control and ±100 the full control effect; potency means the concentration at half of the fitted maximal effect.

Values run as follows: TRb SRC2 PPI, Tau fibril ThT, TR SRC2 fluor cs, ALDH1A1 inh, L3MBTL1 inh, Tau fluor counter, aGal spleen mod, Tau FP inhib
- COC(=O)/C=C1\C(=O)N(c2nc3ccc(OC)cc3s2)C(=S)N1c1ccc(F)cc1
  0%, -5%, -2%, 13%, 3%, -3%, 7%, -6%
- O=C(NNC(=O)c1ccccc1C(=O)O)c1ccc(O)cc1
  -6%, -7%, -2%, -2%, -1%, -1%, -2%, 0%
- N[C@@H](C(=O)O)[C@@H](CC(=O)O)c1ccc(Cl)cc1
  3%, 2%, -1%, 5%, /, -6%, 4%, 6%
- O=C(NCC(c1cccnc1)N1CCc2ccccc21)c1ccc(Cl)cc1 (stereo unspecified)
  -1%, 12%, -11%, /, /, -4%, /, -1%
- CCOC(=O)N1CCN(c2cc3nccnc3cc2F)CC1
  -6%, -12%, -2%, 16%, 7%, -1%, -6%, 1%
- Oc1ccc(C=Nc2ccc3ncccc3c2)c(O)c1
  ?, 6.3µM*, ?, 28µM*, -5%, ?, -1%, ?
- Cc1c(C(=O)N2CCCC2)sc(NC(=O)c2ccco2)c1C#N
  -12%, 8%, -2%, ?, -6%, 3%, -10%, 0%
- COc1cccc(-n2c(-c3cccc(F)c3)nc3c(cnn3-c3ccc(C)cc3)c2=O)c1
  4%, -9%, -1%, /, /, -16%, /, -10%
- Cc1cc(C)c(NC(=O)CN2CCN(C)CC2)c(C)c1
  -10%, -8%, 0%, 0%, /, -9%, 5%, 2%
- CN(C)/C=N/c1nc2ncc(-c3ccc(Cl)cc3)c(/N=C/N(C)C)n2n1
  -1%, 3%, 2%, ?, 2%, 2%, -2%, -5%
- C/C(=N\NC(=O)c1ccc(CSc2nncn2C)cc1)c1ccc(C#N)cc1
  -8%, -17%, 2%, 11%, -1%, 0%, 5%, -1%
- O=C1C2ON(c3ccc(Cl)cc3)C(c3ccco3)C2C(=O)N1c1ccccc1 (stereo unspecified)
  -2%, 0%, -3%, ?, -8%, -6%, -4%, -3%
- C/C(=N\NC(=O)c1cccc(S(=O)(=O)N2CCOCC2)c1)c1cc2ccccc2o1
  -1%, -2%, -1%, /, /, 2%, 3%, -3%
- O=C(CCS(=O)(=O)c1ccc2c(c1)NC(=O)CO2)Nc1cccc(C(F)(F)F)c1
  7%, 4%, 1%, /, /, 5%, /, -4%
- CCC(C)NC(=O)CNC(=S)N(Cc1ccc(F)cc1)C1CCCCC1 (stereo unspecified)
  0%, -4%, -6%, ?, -10%, -6%, -3%, 6%

Compound profiles, from the list above. Screens in order: TRb SRC2 PPI, Tau fibril ThT, TR SRC2 fluor cs, ALDH1A1 inh, L3MBTL1 inh, Tau fluor counter, aGal spleen mod, Tau FP inhib
CCC(C)NC(=O)CNC(=S)N(Cc1ccc(F)cc1)C1CCCCC1 (stereo unspecified) across the screens: 0%, -4%, -6%, ?, -10%, -6%, -3%, 6%
O=C(NCC(c1cccnc1)N1CCc2ccccc21)c1ccc(Cl)cc1 (stereo unspecified) across the screens: -1%, 12%, -11%, /, /, -4%, /, -1%

(next part)
Values run as follows: TRb SRC2 PPI, Tau fibril ThT, TR SRC2 fluor cs, ALDH1A1 inh, L3MBTL1 inh, Tau fluor counter, aGal spleen mod, Tau FP inhib
- CCCN1C2CCCC1CC(NC(=S)NCCCOCC)C2 (stereo unspecified)
  2%, -5%, 1%, -1%, 10%, -4%, -3%, -2%
- CCOc1ncccc1C(=O)OCc1ccc(C#N)cc1
  3%, -6%, 5%, 15%, 20%, -2%, 5%, 5%
- NC(=O)CC12CC3CC(C1)CC(CC(N)=O)(C3)C2
  -4%, -9%, 0%, 12%, /, -1%, -7%, 8%
- COc1cc(C2CC(=O)c3cnc(N)nc3C2)cc(OC)c1OC (stereo unspecified)
  -14%, -4%, 0%, -1%, /, -9%, 2%, -10%
- CCOC(=O)N1CCN(CC(=O)Nc2c(C(=O)OC)[nH]c3ccc(Cl)cc23)CC1
  -13%, -12%, -2%, ?, /, ?, -5%, 0%
- COc1ccc(/C=N/Nc2nc(=O)[nH]nc2C)cc1OC
  -6%, -17%, 0%, /, 13%, -4%, -6%, 0%
- O=C(Nc1ccc2c(c1)OCO2)C(c1ccccc1)N1CCN(C(=O)c2ccco2)CC1 (stereo unspecified)
  2%, 17%, -2%, 3µM*, 15%, 8%, 0%, 3%
- Nc1ccc(-c2nc3cc(N)ccc3s2)cc1
  -3%, 14µM*, -5%, ?, 1%, ?, 3%, -1%
- c1ccc(Nc2nc(-c3ccncc3)cs2)cc1
  -20%, 1%, 2%, 7%, -20%, 2%, -5%, -2%
- COC(=O)C(CCSC)NC(=O)C12CC3CC(CC(C3)C1)C2 (stereo unspecified)
  2%, -9%, -2%, 9%, /, -4%, 4%, 5%
- COC1C(O)C(O)C(O)C(O)C1O (stereo unspecified)
  -2%, 5%, 1%, -7%, /, -2%, 8%, -5%
- O=C(CCN1C(=O)C2CCCCC2C1=O)Nc1ccc(F)c(F)c1F (stereo unspecified)
  3%, 1%, -2%, 10µM*, /, -3%, 10%, -4%
- NC(=O)CN1C(=O)C2(SCC(=O)N2c2cccc(F)c2)c2ccccc21 (stereo unspecified)
  0%, 4%, -3%, /, /, 1%, /, -5%
- CCOc1ccc(CN2CCN(S(=O)(=O)c3ccc(NC(C)=O)cc3)CC2)cc1
  -7%, 3%, -1%, ?, -6%, -18%, 7%, -1%
- CCOc1ccc(Oc2ccc(S(=O)(=O)N3CCOCC3)cc2N)cc1
  -4%, -3%, 0%, -4%, -7%, -9%, 4%, 0%
- CC1(C)Oc2ccc(NC(=O)c3ccco3)cc2O1
  -1%, -15%, -5%, -12%, -3%, -3%, 17%, 7%
- Cc1ccc(Cl)cc1N1CCN(C(=O)CN(c2ccccc2)S(=O)(=O)N(C)C)CC1
  -2%, ?, -2%, -5%, /, -25%, -4%, -5%
- Cc1n[nH]c(C)c1CCN(C)Cc1cn(C)nc1-c1ccccc1F
  -10%, -9%, 0%, -1%, 5%, -6%, -2%, -7%
- COc1ccc2c(CC(=O)N3CCN(S(=O)(=O)c4cccs4)CC3)coc2c1
  3%, -10%, -1%, 2.8µM*, -4%, -6%, -13%, 0%
- Cc1nc2ccccc2n1CCC(=O)Nc1cccc(F)c1
  -6%, -6%, 0%, -1%, 8%, -7%, 0%, -2%
- COc1cccc(S(=O)(=O)NCc2ccc(C(=O)Nc3ccc(C)cc3)cc2)c1
  3%, 2%, -1%, 8%, /, -20%, -12%, ?
- COc1cccc(/C=C2/SC(=O)N(CC(=O)N3CCc4ccccc4C3)C2=O)c1OCC(=O)O
  6%, -9%, -5%, ?, /, 5%, -4%, 0%
- COc1ccccc1C1CCN(C(=O)c2ccco2)CC1
  -2%, -6%, -4%, /, -11%, 4%, -3%, 4%
- CCOc1ccc(/C=C(\C#N)C(=O)Nc2sc3c(c2C(=O)OC)C(C(=O)OC)CC3)cc1OC (stereo unspecified)
  1%, 3.2µM*, ?, /, /, -23%, /, ?
- NS(=O)(=O)c1ccc(NC(=O)CSc2nnc(Cc3cccs3)n2-c2ccccc2)cc1
  -17%, -3%, 4%, ?, -14%, -15%, -2%, 3%
- COc1cccc2cc(-c3csc(CCn4nc(C)cc4C)n3)c(=O)oc12
  4%, ?, -2%, ?, 3%, -16%, 3%, 5%
- Cc1cccc(NCc2nnc3n2CCCCC3)c1C
  -4%, 7%, -1%, /, /, 3%, /, 1%
- COc1ccc(NC(=O)/C=C/c2ccccc2)c([N+](=O)[O-])c1
  10%, 11%, 1%, 8%, -12%, 9%, -2%, 9%
- Cc1ccc(NC(=O)CN(C)Cc2cc(=O)n3ccsc3n2)cc1
  -1%, -6%, 1%, /, /, -6%, 4%, 5%
- CC(C)CCn1c(O)c(N=NC(=O)c2ccco2)c2ccccc21
  6%, -5%, 0%, 2%, -19%, -9%, -2%, -1%
- CCOc1ccc(C(=O)Nc2ccc3nc(SCC(=O)N4CCc5ccccc54)sc3c2)cc1
  3%, ?, -22%, /, /, -20%, /, -7%
- C[C@]1(C(=O)NCC2CC2)C=C[C@@H](Cc2ccccc2)N1C(=O)c1ccccc1
  3%, -4%, -1%, -2%, /, -8%, -6%, -4%

Reformatted: 2 of the compounds above
Molecule: CCOc1ccc(/C=C(\C#N)C(=O)Nc2sc3c(c2C(=O)OC)C(C(=O)OC)CC3)cc1OC (stereo unspecified)
  TRb SRC2 PPI: 1% | Tau fibril ThT: 3.2µM* | TR SRC2 fluor cs: ? | ALDH1A1 inh: / | L3MBTL1 inh: / | Tau fluor counter: -23% | aGal spleen mod: / | Tau FP inhib: ?
Molecule: Cc1ccc(NC(=O)CN(C)Cc2cc(=O)n3ccsc3n2)cc1
  TRb SRC2 PPI: -1% | Tau fibril ThT: -6% | TR SRC2 fluor cs: 1% | ALDH1A1 inh: / | L3MBTL1 inh: / | Tau fluor counter: -6% | aGal spleen mod: 4% | Tau FP inhib: 5%

Screening data: PubChem, National Center for Advancing Translational Sciences (NCATS)

Random draw from the library; any-hit rate near 8.5%.
